Source: PubChem
GDH-TPI inh: GDH-TPI coupling enzyme inhibitors, primary screen, artefact control for M. tuberculosis FBA inhibitor project, biochemical, absorbance, full deck; inhibition, % at 4.8 µM; AID 588335, 2011; hit rate 1.2% among 360,000; GDH-TPI coupled enzyme counterscreen, NADH absorbance; in the data active = inhibition above about 30%;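 note: 0% = DMSO wells and 100% = wells lacking the enzyme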
Mtb FBA inh: Mtb FBA enzyme inhibitors, primary screen, biochemical, fluorescence, strain H37Rv. Fructose-bisphosphate aldolase (Mycobacterium tuberculosis (strain ATCC 25618 / H37Rv)), …. purified M. tuberculosis FBA, fluorescence read-out. inhibition, % at 1 µM. hit rate 2.3% among 360,000; in the data active = inhibition above about 27%;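 note: 0% = vehicle and 100% = reference inhibitor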
PfHsp40 yeast: rescue of yeast from PfHsp40 toxicity, primary screen, S. cerevisiae, ATP luminescence; S. cerevisiae expressing PfHsp40, growth rescue; growth rescue, % at 12.5 µM; hit rate 0.68% among 340,000; in the data active = growth rescue above about 28%, passing the limit was not always enough; inconclusive = no clear call, values can overlap the other calls;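 note: yeast W303a lacking pdr1 and pdr3 grown in galactose medium; growth measured after three days at 30 °C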
BioA inh: M. tuberculosis BioA enzyme inhibitors, primary screen, biochemical, plate reader, single point, HTS | 7,8-diaminopelargonic acid synthase BioA (Mycobacterium tuberculosis) | purified M. tuberculosis BioA enzyme | inhibition, % at 9.99 µM | hit rate 0.096% among 360,000 | AID 602481, 2012; in the data active = inhibition above about 40%; inconclusive = no clear call, values can overlap the other calls
FadD28 binding: inhibitors of FadD28 bisubstrate probe binding, primary screen, biochemical, fluorescence polarization, single point; Mycobacterium tuberculosis FadD28 fatty-acid-AMP ligase; inhibition, % at 12.5 µM; hit rate 0.22% among 360,000; AID 588549, 2011; in the data active = inhibition above about 8.5%, passing the limit was not always enough; inconclusive = no clear call, values can overlap the other calls
BoNT F protease: BoNT/F light chain protease inhibitors, primary screen, biochemical, flow cytometry, MLPCN library | hit rate 0.22% among 360,000 | Multiplex microsphere protease cleavage assay | inhibition, % at 10 µM | AID 588497, 2011; in the data active = inhibition above about 35%, passing the limit was not always enough; inconclusive = no clear call, values can overlap the other calls; note: plate controls were buffer without enzyme for full effect and enzyme alone for no effect
UGM FP inh: M. tuberculosis UGM enzyme inhibitors, primary screen, biochemical, fluorescence polarization, single point; UDP-galactopyranose mutase (Mycobacterium tuberculosis (strain ATCC 25618 / H37Rv)), …; purified UGM, fluorescence polarization probe displacement; inhibition, % at 10 µM; hit rate 0.06% among 320,000; in the data active = inhibition above about 10%, passing the limit was not always enough; inconclusive = no clear call, values can overlap the other calls
BoNT-A LC inh2: BoNT/A light chain protease inhibitors, primary screen, biochemical, flow cytometry, MLPCN library; Botulinum neurotoxin type A light chain protease (Clostridium botulinum A str. ATCC 3502); multiplex microsphere protease substrate cleavage; inhibition, % at 10 µM; hit rate 0.17% among 360,000; note: plate controls were buffer without enzyme for full effect and enzyme alone for no effect
Anthrax LF prot: Bacillus anthracis LF protease inhibitors, primary screen, biochemical, multiplex microsphere, MLPCN library | multiplex microsphere protease cleavage assay | Lethal factor (Bacillus anthracis), P15917 | inhibition, % at 10 µM | hit rate 0.12% among 360,000 | AID 588501, 2011; note: plate controls were buffer without enzyme for full effect and enzyme alone for no effect
Target sequence (P15917 whole entry, looked up): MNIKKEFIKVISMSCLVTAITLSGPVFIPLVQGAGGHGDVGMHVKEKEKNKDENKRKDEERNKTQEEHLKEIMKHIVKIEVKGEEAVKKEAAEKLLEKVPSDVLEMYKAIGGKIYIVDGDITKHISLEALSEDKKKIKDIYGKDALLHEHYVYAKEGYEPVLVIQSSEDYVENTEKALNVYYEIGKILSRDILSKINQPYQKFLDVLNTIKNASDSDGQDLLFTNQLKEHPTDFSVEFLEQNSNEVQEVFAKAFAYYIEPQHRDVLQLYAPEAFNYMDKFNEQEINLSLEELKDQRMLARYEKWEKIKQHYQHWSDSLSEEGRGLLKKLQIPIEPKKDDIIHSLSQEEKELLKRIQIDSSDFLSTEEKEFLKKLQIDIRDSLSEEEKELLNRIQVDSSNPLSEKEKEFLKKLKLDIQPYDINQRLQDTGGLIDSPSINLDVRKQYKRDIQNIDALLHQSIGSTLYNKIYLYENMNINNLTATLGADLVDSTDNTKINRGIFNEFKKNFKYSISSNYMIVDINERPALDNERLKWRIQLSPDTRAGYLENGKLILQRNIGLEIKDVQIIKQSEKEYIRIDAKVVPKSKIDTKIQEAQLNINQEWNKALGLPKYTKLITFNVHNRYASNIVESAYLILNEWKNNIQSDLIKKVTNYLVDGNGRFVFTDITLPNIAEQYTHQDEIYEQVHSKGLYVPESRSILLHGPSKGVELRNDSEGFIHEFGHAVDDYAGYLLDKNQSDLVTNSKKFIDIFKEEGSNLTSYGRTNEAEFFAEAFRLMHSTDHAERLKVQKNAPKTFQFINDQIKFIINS
The depositor's hits bear a star; ? = inconclusive; / = not tested or not shown. Cut-off read from the data, not from the text of the source, unless noted: active = inhibition above about 30%; inconclusive = no clear call, values can overlap the other calls; inactive = below that.

SMILES | GDH-TPI inh | Mtb FBA inh | PfHsp40 yeast | BioA inh | FadD28 binding | BoNT F protease | UGM FP inh | BoNT-A LC inh2 | Anthrax LF prot
Cc1ccc(OCC(O)CN2CCN(CCO)CC2)c(C)c1 (configuration not stated) | -1.6 | 1.5 | -0.1 | -0.5 | -3.7 | 33.4 | 0.4 | 0.5 | 6.9
COc1ccc(CNC(=O)c2cc(-n3cnnc3)ccc2Cl)cc1 | -4.3 | -0.6 | 1.1 | -0.4 | -2.2 | 6.7 | 0.3 | 0.3 | 3.5
CC(C)(C)OC(=O)NNc1c2ccccc2nc2ccccc12 | -5.1 | 74.1* | 2.3 | 1.6 | -0.3 | -5.2 | 0.0 | 5.8 | -24.2
CC(=O)N(C)c1ccc(NC(=O)Nc2ccc(C)cc2)cc1 | 0.0 | -2.1 | -0.7 | / | 0.4 | 0.3 | -2.8 | 0.0 | -0.2
COc1cccc(CN2CC(C(=O)N(C)CC3CCOCC3)CCC2=O)c1 (configuration not stated) | 2.1 | 1.9 | 0.0 | -0.2 | -2.0 | / | 2.4 | / | /
CC1(C)C(=O)C2(CCCCC2)C(=O)OC1C(=O)c1ccccc1 (configuration not stated) | 10.1 | 1.6 | -0.9 | / | -0.2 | -2.2 | -0.2 | -0.7 | -2.4
N#Cc1c2n(c(=S)n(-c3ccccc3)c1=O)CCCCC2 | 12.6 | 2.0 | -0.3 | -1.2 | 0.3 | 0.5 | -0.5 | 0.7 | -1.5
O=C(CN1CCCc2ccccc21)N/N=C/c1c(O)ccc2ccccc12 | 4.1 | -3.1 | 179.2* | / | -4.4 | -3.2 | 5.4 | 18.6 | 5.8
COC(=O)c1cc(OC)c(OC)cc1NC(=S)N1CCN(c2ccccc2)CC1 | 1.9 | 0.9 | 1.6 | -0.3 | -1.9 | -6.2 | 1.2 | -0.5 | -6.5
O=c1nc2n(c3c4c(sc13)CCC4)CCC2 | 7.5 | -3.6 | -0.4 | / | -3.1 | -0.5 | -3.0 | 0.1 | -0.6
Cc1ccc(S(=O)(=O)N(CC(=O)N2CCc3ccccc3C2)c2ccc(Cl)c(Cl)c2)cc1 | 0.4 | 4.0 | 0.6 | -0.7 | -2.4 | 0.0 | 4.3 | 0.2 | -0.8
O=C1/C(=C/c2ccncc2)SC(=S)N1Cc1ccccc1 | -4.1 | -6.4 | 0.7 | / | -4.7 | 13.6 | 1.0 | 1.3 | -7.9
CCN(CC)Cc1c(O)ccc2c1O/C(=C\C=C\c1ccccc1)C2=O | 12.8 | -10.5 | 2.3 | -13.0 | -4.0 | -2.5 | 2.6 | 5.1 | 2.7
O=C(NCCN1CCOCC1)c1ccc2c(c1)N(Cc1ccccc1)C(=O)c1ccccc1S2 | -8.3 | -0.9 | -2.0 | 0.1 | -1.0 | -1.6 | -1.1 | -2.1 | -2.5
CC(NCc1cccs1)C(=O)Nc1cc(Cl)cc(Cl)c1 (configuration not stated) | -3.5 | -2.0 | 0.5 | 0.2 | -4.5 | -22.2 | 0.9 | -4.5 | -1.5
O=C(CCS(=O)(=O)c1cccc2nsnc12)N1CCN(c2ccccc2F)CC1 | 19.6 | 2.7 | 7.3 | 2.4 | -0.9 | -5.7 | 1.6 | 0.4 | -4.1
O=C(C(=O)N1CCN(Cc2ccccc2)CC1)c1c[nH]c2ccccc12 | 21.6 | 5.4 | 0.9 | -1.0 | 0.6 | 9.4 | 0.9 | 0.1 | -1.9
CCOC(=O)N1CCOCCOCCN(C(=O)OCC)CCOCC1 | 4.9 | 0.6 | -0.4 | 0.0 | -1.7 | -7.8 | 1.9 | -0.1 | 2.7
CCN(CC)CCn1c2c(c(SCC(=O)Nc3nc4ccc(C)cc4s3)nc1=O)CCC2 | 0.7 | -2.5 | -0.3 | -1.6 | -4.7 | -0.3 | -0.5 | 0.2 | 1.7
O=C(CSc1ncn[nH]1)Nc1ccc(S(=O)(=O)Nc2ncccn2)cc1 | 0.9 | 4.7 | 0.6 | / | ? | -2.3 | 2.9 | -0.5 | 2.6
COc1ccc(OCC(=O)NCc2n[nH]c(=O)c3ccccc23)cc1 | 15.0 | 3.5 | -1.3 | -0.3 | 2.9 | -0.5 | 3.0 | 1.3 | 1.2
Cc1cc(=O)c2ccc(NC(=O)c3ccccc3)cc2[nH]1 | 7.4 | -4.5 | / | 0.2 | -4.3 | 0.2 | / | -0.1 | 8.4
COCCCN=Cc1c(C)[nH]n(-c2ccc(Br)cc2Br)c1=O | 10.1 | 3.2 | -1.2 | / | 0.2 | -11.3 | 1.2 | -1.7 | -14.7
Cc1cc(C)n(-c2ccc(C(=O)Nc3nc4ccccc4s3)cc2)n1 | -0.6 | 3.2 | -1.3 | 1.6 | 0.0 | -4.1 | -0.5 | 0.0 | 2.8
Cc1cccc(C(=O)NC(NC(=S)Nc2ccc(S(N)(=O)=O)cc2)C(Cl)(Cl)Cl)c1 (configuration not stated) | 5.6 | -8.6 | 0.4 | / | -6.4 | -1.8 | 1.0 | 0.1 | 0.8
N#C/C(=C\c1ccncc1)c1nc2ccccc2[nH]1 | 5.7 | -0.5 | -1.5 | / | -2.4 | -12.9 | / | 1.1 | -11.0
O=c1c2ccccc2nc(-c2ccco2)n1-c1nccs1 | 12.0 | -0.7 | 0.6 | -4.0 | -2.6 | ? | 1.4 | -0.1 | -9.0
COc1cc(C2CC(=O)c3c(O)cc(O)cc3O2)ccc1O (configuration not stated) | 18.8 | 0.1 | -1.2 | 0.5 | -1.5 | 6.2 | 0.3 | -0.5 | -4.4
CC(Cc1ccccc1)NC(=O)/C=C/c1ccc(Cl)cc1 (configuration not stated) | 8.6 | 2.2 | 6.9 | / | 0.3 | -3.1 | -0.9 | -0.4 | -1.6
CCC(=O)Nc1nc2c(OC)ccc(OC)c2s1 | -1.0 | 1.4 | -1.3 | -0.6 | -0.3 | 0.2 | -1.0 | -0.3 | -4.2
Cc1cc(C(F)(F)F)nn1CC(=O)N1CCCCC1C (configuration not stated) | -12.2 | 1.8 | -0.6 | / | -1.7 | 7.8 | 0.7 | -0.7 | 3.5
COc1ccc(/C=C(\C#N)C(=O)OCC(=O)N(C)C2CCS(=O)(=O)C2)cc1 (configuration not stated) | 22.5 | 1.7 | 0.2 | / | -1.6 | ? | -0.5 | -0.9 | ?
Cc1noc(C)c1S(=O)(=O)NC1CCN(Cc2ccccc2)CC1 | 12.6 | -1.3 | 0.8 | -1.9 | -2.7 | 4.1 | 2.1 | -0.3 | 7.6
CC(C)(C)c1sc(N)nc1-c1ccccc1 | -2.6 | -1.6 | -2.1 | -0.1 | 0.1 | 8.6 | 1.3 | 0.1 | 5.2
NC(=O)c1nsc(C(=O)N(Cc2ccc(F)cc2)C(C(=O)NCC2CCCO2)c2ccc(F)cc2)c1N (configuration not stated) | 9.7 | 8.6 | 1.4 | 1.4 | / | -2.9 | -0.6 | 0.9 | -3.1
CC(c1ccon1)N(C)Cc1cn[nH]c1-c1ccc(-c2ccccc2)cc1 (configuration not stated) | 3.2 | 2.4 | 0.1 | / | -0.4 | -3.2 | 2.7 | 0.2 | -0.4
NC(c1csc(Nc2nncc3ccccc23)n1)c1ccccc1Cl (configuration not stated) | 3.6 | 1.1 | / | -3.0 | -10.4 | -14.2 | / | 1.1 | -2.4
O=C(NCCc1nnc2ccc(N3CCCCCC3)nn12)c1ccccc1F | 0.3 | 2.5 | 2.3 | 3.8 | 0.0 | 12.6 | 1.4 | 2.1 | 0.3
CCC(=O)NC(C)C(c1cccs1)N1CCN(c2ccccc2)CC1 (configuration not stated) | 1.1 | 0.8 | -0.9 | -2.7 | -1.8 | -1.7 | 3.3 | 2.0 | -1.8
OC[C@H]1O[C@H](OC[C@H]2OC(O)[C@H](O)[C@@H](O)[C@@H]2O)[C@H](O)[C@@H](O)[C@@H]1O (some centres not stated) | 3.4 | 9.7 | -0.8 | 0.0 | -2.5 | -11.3 | 1.0 | 0.0 | 2.9
CCCn1nnc(NC(=O)c2ccc(Br)o2)n1 | -1.2 | 4.2 | -3.4 | 0.4 | -3.7 | / | 0.0 | / | /
CC(=O)Oc1c(S(=O)(=O)c2ccc(C)cc2)c(C)nn1C(C)(C)C | 1.4 | 0.5 | -1.3 | / | -3.0 | -1.1 | -4.5 | 0.1 | -1.8
CCC(C)N(C(=O)CSc1nc(-c2cccs2)nc2ccccc12)C1CCS(=O)(=O)C1 (configuration not stated) | 9.2 | 14.0 | 1.4 | -0.3 | -3.5 | -6.5 | / | -2.4 | -3.0
CSc1cccc(CNC(=O)C2CCC(=O)N(CCc3ccccc3)C2)c1 (configuration not stated) | -4.5 | -3.8 | / | 2.3 | -1.7 | -4.9 | / | -0.4 | 0.5
Cc1ccc(NC(=O)c2c3c(nc4ccccc24)CCC3)cc1 | 3.1 | -0.8 | 0.6 | -1.3 | -1.8 | 1.7 | -0.3 | 0.9 | -0.2
CC(=O)N1CCc2cc(S(=O)(=O)NC(CC(C)C)C(=O)Nc3ccc4c(c3)OCCO4)ccc21 (configuration not stated) | -3.8 | -0.8 | 0.7 | -1.0 | -3.8 | -9.1 | -4.2 | 0.1 | -1.2
CCCCN1CC[C@H]2C=CC[C@@H](C(=O)Nc3ccccc3)[C@H]2C1=O | 4.3 | 0.6 | -1.8 | -0.3 | -0.7 | -3.8 | -0.5 | 0.0 | -7.4
CC(=O)N1CCN(C(=O)c2ccc(NS(=O)(=O)c3ccc(Cl)c(Cl)c3)cc2)CC1 | 0.0 | -0.1 | 1.1 | 0.4 | -2.0 | / | / | / | /
Cc1ccc(OCCNC(=O)[C@H]2O[C@@H](n3ccc(=O)[nH]c3=O)[C@H](O)[C@@H]2O)cc1C | / | -1.1 | / | 1.3 | -3.7 | 11.8 | / | -0.1 | -3.2
O=C(c1cnn2cccnc12)N1CCN(Cc2ccc3c(c2)OCO3)CC1 | 12.3 | 1.5 | -0.2 | 0.3 | -3.4 | -5.2 | -0.9 | -0.4 | -9.1
O=[N+]([O-])c1cccc(S(=O)(=O)Nc2ccc3cn[nH]c3c2)c1 | 1.1 | 0.7 | 0.0 | -0.9 | -1.1 | / | 3.0 | / | /
COc1ccc(-n2c(SCC(=O)Nc3cc(C)on3)nc3c(c2=O)SCC3)cc1 | 20.2 | 3.8 | -3.2 | 0.7 | 0.1 | -1.6 | 0.5 | 0.0 | 3.2
COC(=O)c1ccccc1NC(=O)c1ccc(-c2cccc(Cl)c2)o1 | 6.0 | 2.1 | -0.6 | / | -2.5 | -4.5 | -0.4 | -0.2 | 3.9

Reprinted at random: four compounds from above
SMILES | GDH-TPI inh | Mtb FBA inh | PfHsp40 yeast | BioA inh | FadD28 binding | BoNT F protease | UGM FP inh | BoNT-A LC inh2 | Anthrax LF prot
COc1ccc(CNC(=O)c2cc(-n3cnnc3)ccc2Cl)cc1 | -4.3 | -0.6 | 1.1 | -0.4 | -2.2 | 6.7 | 0.3 | 0.3 | 3.5
CC(C)(C)OC(=O)NNc1c2ccccc2nc2ccccc12 | -5.1 | 74.1* | 2.3 | 1.6 | -0.3 | -5.2 | 0.0 | 5.8 | -24.2
NC(=O)c1nsc(C(=O)N(Cc2ccc(F)cc2)C(C(=O)NCC2CCCO2)c2ccc(F)cc2)c1N (configuration not stated) | 9.7 | 8.6 | 1.4 | 1.4 | / | -2.9 | -0.6 | 0.9 | -3.1
Cc1cc(C)n(-c2ccc(C(=O)Nc3nc4ccccc4s3)cc2)n1 | -0.6 | 3.2 | -1.3 | 1.6 | 0.0 | -4.1 | -0.5 | 0.0 | 2.8
